Assay outcomes as filed in PubChem BioAssay.
ATG4B inhibitor – ATG4B protease inhibitors, primary screen, biochemical, fluorescence, uHTS; Cysteine protease ATG4B (Homo sapiens), Q9Y4P1; ATG4B cleavage of LC3-PLA2, NBD-HPC fluorescence, 1 h; inhibition, % at 8.33 µM; 340,000 tested, 0.51% active; in the data active = inhibition above about 40%
Target sequence (Q9Y4P1 whole entry, looked up): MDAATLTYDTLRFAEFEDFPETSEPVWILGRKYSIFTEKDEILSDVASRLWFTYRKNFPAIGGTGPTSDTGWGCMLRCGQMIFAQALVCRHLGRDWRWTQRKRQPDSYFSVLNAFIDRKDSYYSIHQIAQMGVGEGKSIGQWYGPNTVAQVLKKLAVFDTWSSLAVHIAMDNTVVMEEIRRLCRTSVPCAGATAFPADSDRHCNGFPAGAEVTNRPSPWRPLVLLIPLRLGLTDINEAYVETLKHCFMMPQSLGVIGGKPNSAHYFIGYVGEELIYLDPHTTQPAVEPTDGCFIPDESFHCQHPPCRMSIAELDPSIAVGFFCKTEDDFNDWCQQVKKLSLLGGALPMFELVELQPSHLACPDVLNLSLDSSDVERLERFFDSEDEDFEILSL
APOBEC3A inh – APOBEC3A ssDNA deaminase inhibitors, primary screen, selectivity assay for APOBEC3G inhibitor project, biochemical, FAM/TAMRA oligo cleavage fluorescence; DNA dC->dU-editing enzyme APOBEC-3A (Homo sapiens), P31941; recombinant A3A, FAM/TAMRA ssDNA deamination fluorescence; inhibition, % at 20 µM; 330,000 tested, 0.41% active;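 active = at least 40% inhibition at 20 µM here, with at most 30% in a related deaminase screen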;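 also: plate controls were A3A with DMSO for no effect and wells lacking A3A enzyme for full effect; some results filed as inactive read as strong as hits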
Target sequence (P31941 whole entry, looked up): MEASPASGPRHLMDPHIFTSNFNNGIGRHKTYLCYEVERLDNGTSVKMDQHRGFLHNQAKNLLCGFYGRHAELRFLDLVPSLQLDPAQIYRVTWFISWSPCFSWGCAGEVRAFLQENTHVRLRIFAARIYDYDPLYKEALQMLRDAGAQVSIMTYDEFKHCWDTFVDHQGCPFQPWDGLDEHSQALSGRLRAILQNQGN
PfGluPho inh – PfG6PD enzyme inhibitors, primary screen, biochemical, fluorescence intensity, uHTS; PfGluPho enzyme, NADPH resazurin-diaphorase fluorescence; glucose-6-phosphate dehydrogenase-6-phosphogluconolactonase (Plasmodium falciparum 3D7); 350,000 tested, 0.78% active; inhibition, % at 20 µM; AID 504690, 2011;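 active = inhibition reaching at least a set limit at 20 µM in the primary screen, cut at about 59% in these data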;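 also: 0% = DMSO wells with substrate and 100% = DMSO wells lacking glucose-6-phosphate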
hIAP block – human IAP inhibitors, primary screen, biochemical, luminescence, uHTS. 330,000 tested, 0.12% active. inhibition, % at 10 µM. AID 2544, 2010. purified IAP, CDP-Star luminescence, 30 min. Intestinal-type alkaline phosphatase (Homo sapiens), P09923;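 active = inhibition reaching a set limit with compound at 10 µM in the primary screen, cut at about 35% in these data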;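 also: plate controls were DMSO wells with enzyme for no effect and no-enzyme buffer wells for full effect; values of inactives mirror those of a sister screen read the other way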
hIAP activ – human IAP activators, primary screen, biochemical, luminescence, uHTS | Intestinal-type alkaline phosphatase (Homo sapiens), P09923 | purified human IAP, CDP-Star luminescence, 30 min; stronger effect = higher value; 1 = vehicle-only enzyme, 0 = enzyme-free background | activation factor at 10 µM | 330,000 tested, 0.16% active | AID 2524, 2010;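 active = activation factor of the enzyme at least 2-fold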; also: the source names both 10 and 20 µM as test concentration; values of inactives mirror those of a sister screen read the other way
mIAP inh – inhibitors of mouse IAP, primary screen, biochemical, luminescence, uHTS | purified mouse IAP, CDP-Star luminescence, 30 min | 330,000 tested, 0.2% active | intestinal alkaline phosphatase [Mus musculus] | inhibition, % at 10 µM;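 active = inhibition of at least 40% at 10 µM in the primary screen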;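 also: plate controls were DMSO with enzyme for no effect and no enzyme wells for full effect; values of inactives mirror those of a sister screen read the other way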
mIAP act – activators of mouse IAP, primary screen, biochemical, luminescence, uHTS; AID 2805, 2010; muIAP, CDP-Star luminescence, 30 min; stronger effect = higher value; 1 = vehicle-only enzyme signal, 0 = enzyme-free wells; activation factor at 10 µM; intestinal alkaline phosphatase [Mus musculus]; 330,000 tested, 0.24% active;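 active = activation factor of at least 2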; also: the source names both 10 and 20 µM as test concentration; values of inactives mirror those of a sister screen read the other way
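System: mouse IAP enzyme. Reagent: CDP-Star chemiluminescent phosphatase substrate. Benchmarks: DMSO wells, no-enzyme wells. Times: 30 min enzyme-substrate-compound incubation at room temperature. Detection: luminescence from enzymatic CDP-Star hydrolysis. Doses: test compounds delivered from DMSO solution.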
HKDC1 inhibitor – HKDC1 hexokinase inhibitors, primary screen, biochemical, fluorescence, uHTS | recombinant HKDC1, G6PDH/diaphorase resazurin coupled fluorescence | inhibition, % at 20 µM | 340,000 tested, 0.16% active | AID 493160, 2011;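 active = inhibition above about 35% when tested at 20 µM, limit read from the data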;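 also: plate controls were DMSO wells with enzyme for no effect and DMSO wells lacking enzyme for full effect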
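Test system: recombinant HKDC1 (HK5) hexokinase enzyme, produced in-house / Doses: 20 µM test compound, 1% DMSO / Timing: 90 min, room temperature / Detection: G6PDH/diaphorase-coupled fluorescence, 1 mM NADP, 100 µM resazurin, 525/613 nm / Control set: DMSO wells with and without enzyme mix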
An asterisk follows results filed as active; x = not tested or not shown.

SMILES	ATG4B inhibitor	APOBEC3A inh	PfGluPho inh	hIAP block	hIAP activ	mIAP inh	mIAP act	HKDC1 inhibitor
O=C(CSc1cnc2ccccc2n1)c1ccc(F)cc1	-17	0	28	5	0.95	1	0.99	2
O=C(c1cccc(Br)c1)N1CCN(c2ccc(N3CCOCC3)nn2)CC1	-5	-2	2	-18	1.2	0	1	-10
CC(C(=O)NCC1CCCCC1)N(C)Cc1ccc(Cl)cc1 (stereo not given)	8	1	5	1	0.99	1	0.99	-2
COc1nccc(Nc2ccccc2)c1C#N	-7	-4	3	10	0.9	-2	1	0
CCCOc1ccc(NC(=O)c2cc3cc(C)ccc3[nH]2)cc1	0	-2	2	-6	1.1	-9	1.1	-4
COCCCNC(=O)Cn1cnc(C(=O)Nc2ccc(C)c(C)c2)n1	-1	-2	9	x	x	3	0.97	-5
CCc1cc2c(-c3ccccc3)cc(=O)oc2cc1OCC(=O)NCC1CCC(C(=O)O)CC1 (stereo not given)	-4	0	-28	17	0.83	1	0.99	2
C=CCN(C(=O)c1cc(C)cc(C)c1)C1(C(=O)Nc2ccccc2)CCN(C(C)C)CC1	2	5	1	-6	1.1	-5	1	-7
O=C(NCCOc1ccccc1-c1ccccc1)c1ccco1	-11	1	25	-4	1	11	0.89	-9
COc1ccccc1C(=O)NC(=O)CSc1cccc[n+]1[O-]	-8	-1	2	17	0.83	5	0.95	-2
CCOc1cccc(-c2nc3cc(C)ccc3o2)c1	6	-4	-7	2	0.98	8	0.92	2
Cn1c(=O)c2c(nc(CN3CCN(C(=O)c4ccco4)CC3)n2CC(N)=O)n(C)c1=O	3	-1	-12	-32	1.3	-3	1	-2
CCN(CC)S(=O)(=O)c1ccc(OC)c(NC(=S)Nc2cccc(C)c2C)c1	8	3	-5	1	0.99	1	0.99	2
CN(C)CCCNC(=O)C(=O)NCC1OCCN1S(=O)(=O)c1cc(F)ccc1F (stereo not given)	-1	1	-1	13	0.87	-1	1	-4
Cc1ccccc1NC(=S)NCc1ccc2c(c1)OCO2	11	-7	-5	-38	1.4	0	1	-5
COCCCN1C(=O)C(=O)/C(=C(/O)c2ccc(OC)cc2)C1c1ccc(O)c(OC)c1 (stereo not given)	2	-11	-10	-20	1.2	-3	1	2
O=C(Cn1c(=S)[nH]c2ccccc21)c1ccccc1	1	-7	29	-7	1.1	-3	1	-6
O=C(O)c1cccc(Nc2ccc([N+](=O)[O-])c3nonc23)c1	7	0	6	22	0.78	20	0.8	-1
Cc1[nH]c2c(C)cccc2c1CC(=O)O	-2	-2	-1	1	0.99	-1	1	-7
CC1CCCC(C)N1CCCNC(=O)c1ccc2nc(N3CCCCC3)sc2c1 (stereo not given)	-1	2	12	4	0.96	-16	1.2	-3
CCC/C(O)=C1\C(=O)CC(C)(C)CC1=Nc1ccc(OC)cc1OC	-2	1	-11	3	0.97	10	0.9	-7
COc1ccc(C(c2nnnn2C(C)C)N2CCN(C(=O)c3ccco3)CC2)cc1 (stereo not given)	-3	-6	-17	-15	1.2	7	0.93	-1
NC(=O)CSc1nnc(-c2ccncc2)n1-c1ccc(Cl)cc1	1	-1	-9	20	0.8	-3	1	-5
CC1=Nc2ccccc2N=C(NC(=O)c2ccccc2)C1c1ccccc1 (stereo not given)	-5	0	8	0	1	-1	1	-6
Oc1ccccc1-c1nc(NCc2ccco2)c2ccccc2n1	5	-2	-1	4	0.96	14	0.86	-5
Cc1c(NC(=O)C(C)OC(=O)COc2ccccc2)c(=O)n(-c2ccccc2)n1C (stereo not given)	1	-7	5	-22	1.2	-22	1.2	-6
Cc1ccc(C(=O)Nc2ccc(NC(=O)c3ccc(C)o3)cc2)o1	0	0	10	12	0.88	8	0.92	-1
CCN(CC(=O)Nc1c(F)cccc1F)C(=O)C1CC(=O)N(CCc2ccccc2)C1 (stereo not given)	2	2	-5	-6	1.1	-3	1	-5
O=C(Oc1ccc2c(=O)c(Oc3ccc4ccccc4c3)coc2c1)c1cncc(Br)c1	-5	-8	-12	-6	1.1	-3	1	6
CC(=O)CSc1nc(N(C)C)nc(N(C)C)n1	0	1	-11	1	0.99	4	0.96	-1
COc1ccccc1C(=O)n1nc(C)cc1C	-11	0	-6	-4	1	-6	1.1	-4
Clc1ccc(-c2nnc(-c3ccccc3)c(-c3c[nH]c4ccccc34)n2)cc1	-3	-6	-2	12	0.89	-2	1	1
Cn1c(-c2cccc(Br)c2)cnc1NCc1ccccc1O	4	-9	-4	-16	1.2	2	0.98	-4
O=C(Nc1ccc(Cl)cc1C(F)(F)F)c1ccccc1	1	-8	12	-4	1	-1	1	-6
CCCC(=O)N1c2ccc(-c3csc(N)n3)cc2CC1C (stereo not given)	-12	-2	-13	-5	1	20	0.8	-3
Cc1ccc2cc(CN(CC(C)C)S(=O)(=O)c3ccccc3)c(=O)[nH]c2c1	-2	-1	-17	-7	1.1	1	0.99	0
CCc1ccc(/C=C2\Oc3c(ccc(O)c3CN3CCN(C)CC3)C2=O)cc1	-1	-8	3	12	0.88	9	0.91	-3
Cc1ccc2nc(-c3cccnc3)c(NC3CCCCC3)n2c1	10	1	-18	3	0.97	-1	1	-4
Cc1cc(C)n(-c2nnc(C)n2/N=C/c2ccccc2O)n1	-4	-4	-4	5	0.95	1	0.99	-2
CCc1nnc(SCc2ccc(CSc3nnc(CC)n3N)cc2)n1N	2	3	20	2	0.98	0	1	-9
O=C1CC(c2ccco2)CC(O)=C1C=NCCN1CCN(C(=S)Nc2ccccc2)CC1 (stereo not given)	-3	-2	-8	-1	1	-1	1	0
Oc1ccccc1C(=S)N1CCCCC1	-8	-7	-1	-4	1	-1	1	-4
Cc1ccccc1NC(=S)NCCc1ccccn1	-2	-1	-3	-14	1.1	11	0.89	-3
Cc1c(C(=O)NCc2ccccn2)oc2c(Cl)cccc12	-2	0	-7	-9	1.1	2	0.98	-7
CCOc1ccc(S(=O)(=O)NCCC(=O)OCC(=O)N2CC(=O)Nc3ccccc32)cc1	-5	-4	-7	-7	1.1	-4	1	-7
Cc1cc(NC(=O)CSc2nnc(-c3cccnc3)n2C)no1	2	9	-2	7	0.93	-3	1	-7
Cc1sc2ncn(CCn3cnc4sc(C)c(C)c4c3=O)c(=O)c2c1C	-7	0	11	6	0.94	4	0.96	-7
O=C(COc1cc(F)ccc1[N+](=O)[O-])Nc1ccc(N2CCOCC2)cc1	-3	11	-9	8	0.92	3	0.97	-6
O=C1C=C(c2cccc(Br)c2)C[C@@H](c2ccc3c(c2)OCO3)C1	-6	-4	3	-8	1.1	10	0.9	0
COc1ccc(CN2CCC(C(=O)c3cccc(Cl)c3)CC2)cc1	1	-4	-9	7	0.93	11	0.89	-1
COc1ccc(OCC(=O)N2CCN(S(=O)(=O)c3ccc(Cl)cc3)CC2)cc1	-8	-4	-14	-8	1.1	-1	1	8
S=C(NCC1CCCO1)N1CCN(c2cccc(Cl)c2)CC1 (stereo not given)	-3	-5	-3	-7	1.1	0	1	-4
O=C(c1ccccc1)c1nn(-c2ccc(Cl)cc2)cc1C(=O)c1cc2ccccc2oc1=O	0	-2	-1	2	0.97	8	0.92	5
CCOC(=O)Nc1ccc2c(CN3CCN(S(=O)(=O)c4ccc(C(C)C)cc4)CC3)cc(=O)oc2c1	5	-1	-7	12	0.88	3	0.97	-7
C=C[C@H]1[C@H](OC2OC(CO)C(O)C(O)C2O)OC=C(C(=O)OC)[C@H]1C[C@H]1CC(=O)C[C@H](CC(=O)CCc2ccc(O)cc2)O1 (stereo not given in full)	-19	-2	1	3	0.97	4	0.96	-5
COc1ccc(NC(=O)CC2C(=O)NCCN2C(=O)c2ccc(Cl)cc2)cc1 (stereo not given)	-7	1	4	4	0.95	-3	1	-2
COC(=O)CSc1nc(C)c(C(C)=O)cc1C#N	-6	-2	-9	6	0.94	2	0.98	9
Cn1cnnc1SCc1ccccc1[N+](=O)[O-]	-4	-3	-10	4	0.95	-3	1	1
CC(Cc1cccnc1)NC(=O)c1ccccc1OC1CCN(S(C)(=O)=O)CC1 (stereo not given)	5	-2	-26	-17	1.2	-17	1.2	14
O=C(NCCc1ccncc1)Nc1ccc(F)cc1	-3	-12	12	-12	1.1	0	1	-6

Following part
SMILES	ATG4B inhibitor	APOBEC3A inh	PfGluPho inh	hIAP block	hIAP activ	mIAP inh	mIAP act	HKDC1 inhibitor
Cc1ccc(S(=O)(=O)N(C)C)cc1NC(=O)c1ccncc1	3	2	0	-15	1.1	1	0.99	-11
O=C(Cc1ccccc1)Nc1ccc2oc(=O)ccc2c1	1	3	-9	-6	1.1	-7	1.1	-1
O=C(Nc1ccc(Cl)cc1)Nc1ccc(Oc2cccnc2)nc1	-5	-3	13	-18	1.2	-69	1.7	-3
O=C(CC1(O)C(=O)Nc2ccccc21)c1ccccc1 (stereo not given)	-1	-3	-9	6	0.94	9	0.91	-5
CCN1CCCC1CNC(=O)c1cc2c(OC)cccc2[nH]1 (stereo not given)	0	-3	5	-6	1.1	-2	1	1
O=C(c1cn(Cc2ccccc2)nc1-c1cccnc1)N1CCN(Cc2ccccc2)CC1	-2	-3	8	17	0.83	5	0.95	-6
COc1ccc(-n2nc3c(N4CCC(C(=O)N5CCCCCC5)CC4)nnc(C)c3c2C)cc1	75*	1	13	-12	1.1	-7	1.1	-3
Cc1ccc(C)c(NC(=S)N(CCc2nc3cc(C)c(C)cc3[nH]2)Cc2cccnc2)c1	-37	-6	-1	-5	1.1	-33	1.3	-10
CC(C)n1c(CN2CCN(Cc3ccccc3)CC2)nc2ccccc21	6	-3	-14	-15	1.2	-5	1.1	-1
Cc1nc2ncnn2c(C)c1CCC(=O)N1CCN(Cc2ccccc2)CC1	-8	1	-7	-3	1	-2	1	-2
CC1CCCCC12NC(=O)N(CC(=O)NCCc1ccc(F)cc1)C2=O (stereo not given)	-6	1	-3	-3	1	-11	1.1	-4
CC(=O)Nc1ccc2c(c1)CCc1ccccc1-2	6	-6	-2	-15	1.2	-8	1.1	-2
CCOC(=O)N1CCN(S(=O)(=O)c2ccc(OCC)cc2)CC1	-1	-4	-8	9	0.91	4	0.95	-11
CCc1cc(-c2nc(N)ncc2-c2csc(C)n2)c(O)cc1OC	-17	-6	14	-2	1	7	0.93	-6
Cc1cc(S(=O)(=O)NCCN2CCOCC2)ccc1Cl	-7	-5	1	11	0.89	11	0.89	-7
